Bcl-2 Bim block: inhibitors of Bim-Bcl-2 binding, primary screen, biochemical, multiplexed, human Bcl-2 family. Bead-based flow cytometry, Bim peptide-Bcl-2 binding. AID 950, 2007. inhibition, % at 10 µM. Apoptosis regulator Bcl-2 (Homo sapiens), P10415. 190,000 tested, 0.06% active; in the data active = inhibition above about 40%; inconclusive = no clear call, values can overlap the other calls;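 note: 0% = no compound wells with probe peptide and 100% = reference peptide inhibitor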
Target sequence (P10415 whole entry, looked up): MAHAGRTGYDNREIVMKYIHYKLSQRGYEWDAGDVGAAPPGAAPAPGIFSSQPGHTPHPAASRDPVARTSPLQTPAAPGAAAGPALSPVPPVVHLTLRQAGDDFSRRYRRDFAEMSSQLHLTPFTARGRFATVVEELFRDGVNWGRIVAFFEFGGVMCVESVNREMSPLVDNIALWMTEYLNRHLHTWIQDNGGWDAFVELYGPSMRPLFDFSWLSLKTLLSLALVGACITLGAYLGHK
Bfl-1 Bim block: inhibitors of Bim binding to Bfl-1, primary screen, biochemical, multiplexed, bead-based flow cytometry; 190,000 tested, 0.12% active; Bim-Bfl-1 binding inhibition; AID 1008, 2008; Bcl-2-related protein A1 (Homo sapiens), Q16548; inhibition, % at 10 µM;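 note: 0% = wells without compound plus tracer and 100% = blocker peptide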
Bcl-XL Bim block: inhibitors of Bim-Bcl-XL binding, primary screen, biochemical, multiplexed, bead flow cytometry, human Bcl-XL | inhibition, % at 10 µM | Bcl-2-like protein 1 (Homo sapiens), Q07817 | AID 1007, 2008 | Bim peptide-Bcl-XL binding, fluorescence | 190,000 tested, 0.04% active
Target sequence (Q07817 whole entry, looked up): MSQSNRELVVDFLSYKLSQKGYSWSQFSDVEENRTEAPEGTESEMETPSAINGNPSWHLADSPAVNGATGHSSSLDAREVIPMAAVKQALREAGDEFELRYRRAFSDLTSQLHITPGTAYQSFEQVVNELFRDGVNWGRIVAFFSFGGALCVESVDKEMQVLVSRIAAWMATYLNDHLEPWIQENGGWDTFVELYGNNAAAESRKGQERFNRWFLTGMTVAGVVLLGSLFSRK
Bim-Bcl-B: inhibitors of Bim-Bcl-B binding, primary screen, biochemical, multiplexed, human Bcl-2 family; Bcl-2-like protein 10 (Homo sapiens), Q9HD36; bead-based flow cytometry, Bim peptide-Bcl-B binding; inhibition, % at 10 µM; 190,000 tested, 0.073% active; AID 951, 2007;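 note: 0% = tracer peptide without compound and 100% = reference inhibitor peptide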
Target sequence (Q9HD36 whole entry, looked up): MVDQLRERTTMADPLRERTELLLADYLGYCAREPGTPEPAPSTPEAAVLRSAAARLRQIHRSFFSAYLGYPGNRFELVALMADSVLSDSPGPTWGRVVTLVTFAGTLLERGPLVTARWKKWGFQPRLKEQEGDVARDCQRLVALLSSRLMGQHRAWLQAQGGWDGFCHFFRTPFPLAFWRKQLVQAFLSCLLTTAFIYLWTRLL
RGS4-Gao reg: modulators of RGS4 binding to Galphao, primary screen, biochemical, multiplexed bead flow cytometry | AID 1415, 2008 | binding response (% of control), % at 10 µM | 220,000 tested, 0.33% active | actives lie on both sides; in the data active = binding response below about 49% or above about 150%; inactive = in between;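 note: fluorescent Galphao activated with aluminum fluoride binding bead-coupled RGS4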
Bim-Bcl-W: inhibitors of Bim binding to Bcl-W, primary screen, biochemical, multiplexed, bead-based flow cytometry; 190,000 tested, 0.02% active; inhibition, % at 10 µM; Bim peptide-Bcl-W binding;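 note: 0% = bound tracer without compound and 100% = peptide blocker; higher means less fluorescent Bim peptide bound to Bcl-W beads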
Target sequence (Q92843 whole entry, looked up): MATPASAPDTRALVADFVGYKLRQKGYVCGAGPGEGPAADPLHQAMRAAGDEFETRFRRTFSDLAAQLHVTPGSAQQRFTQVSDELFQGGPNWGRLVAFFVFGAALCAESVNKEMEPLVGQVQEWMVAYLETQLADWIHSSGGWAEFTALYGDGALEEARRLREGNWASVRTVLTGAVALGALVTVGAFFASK
RGS8-Gao: RGS8-Galphao binding modulators, primary screen, biochemical, multiplexed bead flow cytometry. Guanine nucleotide-binding protein G(o) subunit alpha (Homo sapiens), P09471. actives lie on both sides. response (percent of control binding), % at 10 µM. 220,000 tested, 0.34% active; in the data active = response below about 60% or above about 140%; inactive = in between;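 note: Galphao activated as the GDP aluminium fluoride complex binding bead-coupled RGS8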
Mcl-1 Bim block: inhibitors of Bim peptide binding to Mcl-1, primary screen, biochemical, bead-based flow cytometry, multiplex; Induced myeloid leukemia cell differentiation protein Mcl-1 (Homo sapiens), Q07820; Bim peptide-Mcl-1 binding; inhibition, % at 10 µM; 190,000 tested, 0.1% active;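 note: 0% = no compound tracer wells and 100% = peptide blocker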
Mcl1-Noxa inh: Mcl-1/Noxa binding inhibitors, primary screen, biochemical, TR-FRET, 1536-well; 220,000 tested, 1.5% active; TR-FRET Mcl-1/Noxa peptide binding, 2 h; AID 1022, 2008; inhibition, % at 21.7 µM;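 active = compounds that cut the protein-peptide binding signal by more than 50% relative to plate controls in a single-dose test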;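 note: His-tagged Mcl-1 with rhodamine Noxa BH3 peptide and terbium anti-His antibody; 0% = Mcl-1 plus Noxa peptide wells and 100% = peptide-only wells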
RGS7-Gao: RGS7-Galphao binding modulators, primary screen, biochemical, multiplexed bead flow cytometry | Guanine nucleotide-binding protein G(o) subunit alpha (Homo sapiens), P09471 | actives lie on both sides | binding response (% of control), % at 10 µM | 220,000 tested, 0.35% active | AID 1439, 2008; in the data active = binding response below about 49% or above about 150%; inconclusive = no clear call, values can overlap the other calls; inactive = in between;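 note: fluorescent Galphao held in activated GDP-AlF4 state binding bead-coupled RGS7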
Mcl1-Bid inh: Mcl-1/Bid binding inhibitors, primary screen, biochemical, TR-FRET, 1536-well; Induced myeloid leukemia cell differentiation protein Mcl-1 (Homo sapiens), Q07820; TR-FRET Mcl-1/Bid-Dy647 peptide binding; inhibition, % at 21.7 µM; 220,000 tested, 0.97% active;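 active = compounds that cut the binding signal by more than half at the single screening dose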;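 note: His-tagged Mcl-1 with europium anti-His antibody binding Bid BH3 peptide; 0% = Mcl-1 plus peptide wells and 100% = peptide-only wells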
An asterisk follows results filed as active; ? = inconclusive; / = no result given; [ ] = dose if it differs, or a comment. Cut-off read from the data, not from the text of the source, unless noted: active = inhibition above about 40%.

Below each SMILES – Bcl-2 Bim block	Bfl-1 Bim block	Bcl-XL Bim block	Bim-Bcl-B	RGS4-Gao reg	Bim-Bcl-W	RGS8-Gao	Mcl-1 Bim block	Mcl1-Noxa inh	RGS7-Gao	Mcl1-Bid inh
1: CCNC(=O)C1CC(=O)OC12CCCCC2 (centres undefined)
  -4.0	-2.0	-1.0	-1.0	100.5	0.0	102.5	0.0	-3.6	100.5	-16.2
2: Cc1ccc(-n2nc3cc(C)c(N)cc3n2)cc1
  -6.0	-8.0	0.0	-5.0	95.4	2.0	99.6	0.0	90.3*	97.4	-25.0
3: CCOC(=O)N1CCN(C(=O)c2cc3c(=O)n(C)c4ccccc4c3n2C)CC1
  -6.0	-12.0	-3.0	-5.0	93.5	-1.0	93.6	0.0	2.1	90.9	-14.2
4: COc1cc(NC(=O)C/C(C)=N/NC(=O)C(=O)NC2CCCCC2)c(OC)cc1Cl
  -2.0	-9.0	-3.0	-4.0	108.4	-4.0	102.7	2.0	11.0	107.5	-53.7
5: O=C(CN1C(=O)NC2(CCCC2)C1=O)N1CCc2ccccc2C1
  4.0	11.0	-2.0	2.0	103.3	-1.0	105.4	-4.0	8.5	103.4	-30.4
6: Cc1ccccc1N1C(=O)CC(Nc2ccc3c(c2)OCO3)C1=O (centres undefined)
  8.0	12.0	-1.0	-2.0	102.9	5.0	97.8	2.0	35.7	?	-27.9
7: O=C1CCCC(=O)C1C1c2ccccc2CCN1C(=O)CCl (centres undefined)
  /	/	/	/	96.9	/	101.2	/	2.9	?	-66.6
8: CCCCN(C(=O)CSc1nnc(Nc2ccc(C)c(C)c2)s1)c1c(N)n(Cc2ccccc2)c(=O)[nH]c1=O
  -8.0	-11.0	-6.0	-10.0	103.5	1.0	95.3	1.0	15.8	99.0	-7.8
9: CC(=O)SC(C)CC(=O)NCc1ccccc1 (centres undefined)
  -7.0	-1.0	-4.0	-3.0	102.8	-4.0	110.5	-1.0	9.6	108.2	-37.1
10: Cc1cc(C)c(O)c(-c2cc(C(=O)NCCc3ccc(S(N)(=O)=O)cc3)[nH]n2)c1
  /	/	/	/	98.0	/	101.1	/	17.5	?	-26.2
11: Cc1nn(C(=O)c2nn(C)cc2Cl)c(C)c1Br
  1.0	-2.0	-9.0	-5.0	101.3	-5.0	101.7	-9.0	12.3	101.7	-3.8
12: COc1cc(OC)cc(C(=O)Nc2cccc(NC(C)=O)c2)c1
  -6.0	-11.0	-4.0	-6.0	102.9	-1.0	102.1	-3.0	14.3	102.8	-13.8
13: C=CCNC(=O)CSc1nnc(-c2ccccn2)n1Cc1ccccc1
  -7.0	-9.0	-6.0	-8.0	102.8	-3.0	102.8	-6.0	11.2	100.7	-8.8
14: O=C(CSc1nnc(CNC(=O)C23CC4CC(CC(C4)C2)C3)n1-c1ccccc1)Nc1ccccc1
  -7.0	-14.0	-7.0	-8.0	96.5	-5.0	97.1	-2.0	8.0	96.3	-6.1
15: CC1CCC(C(=O)NC(C(=O)N2CCC(N3CCCCC3)CC2)C(C)C)CC1 (centres undefined)
  -1.0	-9.0	-1.0	-4.0	102.8	-1.0	101.3	2.0	2.0	102.5	-8.4
16: CCOC(=O)c1ccc(N2C(=O)CC(NC3CCN(C(=O)c4ccc(F)cc4)CC3)C2=O)cc1 (centres undefined)
  -3.0	-4.0	0.0	1.0	92.4	-2.0	97.1	-1.0	-8.6	97.0	-4.2
17: Cc1ccc(C)c(NC(=O)CSc2nnc(-c3ccccc3)n2N)c1
  4.0	5.0	12.0	5.0	119.4	9.0	141.4*[activator]	6.0	-0.8	111.8	18.8
18: c1ccc(CSc2nnc(-c3cccs3)o2)cc1
  0.0	0.0	-10.0	2.0	98.0	-8.0	90.1	5.0	13.5	94.8	8.6
19: CC(C)n1c(NCc2cccs2)nc2ccccc21
  -6.0	-10.0	-1.0	-7.0	101.5	1.0	99.1	-2.0	3.0	96.2	-15.0
20: O=C(NC(NC1CCS(=O)(=O)C1)C(=O)c1ccccc1)c1ccc(Cl)cc1 (centres undefined)
  0.0	-2.0	0.0	-3.0	106.2	0.0	103.6	0.0	-7.6	100.6	-14.4
21: Cc1c(/C=C(\CC(=O)O)c2nc3ccccc3s2)cc(C#N)n1C
  /	/	/	/	96.0	/	96.8	/	13.8	?	-5.0
22: Cc1ccccc1CSc1nc2c(c(=O)[nH]1)CCCC2
  -6.0	-13.0	-8.0	-5.0	96.2	1.0	100.8	-1.0	10.8	96.3	-4.8
23: N#CC(C#N)=C1C=CC=CN1/C(=C\c1ccco1)C(=O)c1ccc(Br)cc1
  2.0	14.0	-5.0	-12.0	94.2	11.0	94.7	0.0	34.0	93.4	18.2
24: Cc1ccnc(NC(=O)c2ccc(Cl)cc2Cl)n1
  0.0	-3.0	0.0	-1.0	98.6	0.0	99.4	2.0	10.0	99.0	-7.6
25: COc1ccc(C(CCN2CCCC(C)C2)c2c(OC)cc(OC)c3c(C)cc(=O)oc23)cc1 (centres undefined)
  /	/	/	/	100.0	/	101.0	/	-17.7	?	-60.5
26: S=C(c1ccc(N2CCCC2)cc1)N1CCCCC1
  -2.0	-1.0	0.0	0.0	96.4	-3.0	99.0	-3.0	21.2	96.6	-20.7
27: C=CCOc1ccc(CNC(C)(C)CO)cc1OC
  1.0	-1.0	0.0	2.0	98.5	0.0	99.3	2.0	-27.2	95.5	-8.6
28: c1ccc(CCN=C2CCCc3c2[nH]c2ccccc32)cc1
  /	/	/	/	86.1	/	97.2	/	7.4	?	-12.6
29: O=C1Nc2cc(Cl)c(Cl)cc2N(O)N1c1ccc(Cl)cc1
  2.0	0.0	-1.0	0.0	99.7	1.0	100.2	0.0	21.9	99.0	6.3
30: COc1ccc(C2(C(=O)Nc3ccc(C)c(C)c3)CCOCC2)cc1
  0.0	-8.0	-5.0	-5.0	104.8	-3.0	104.1	0.0	7.7	102.7	1.0

Single values from above:
In Mcl1-Noxa inh, Cc1c(/C=C(\CC(=O)O)c2nc3ccccc3s2)cc(C#N)n1C is entered as 13.8
In Bim-Bcl-B, CCOC(=O)c1ccc(N2C(=O)CC(NC3CCN(C(=O)c4ccc(F)cc4)CC3)C2=O)cc1 (centres undefined) is entered as 1.0
In Bcl-2 Bim block, Cc1ccc(C)c(NC(=O)CSc2nnc(-c3ccccc3)n2N)c1 is entered as 4.0

(listing goes on)
Below each SMILES – Bcl-2 Bim block	Bfl-1 Bim block	Bcl-XL Bim block	Bim-Bcl-B	RGS4-Gao reg	Bim-Bcl-W	RGS8-Gao	Mcl-1 Bim block	Mcl1-Noxa inh	RGS7-Gao	Mcl1-Bid inh
31: O=C1CN(CC(=O)Nc2ccc(SC(F)F)cc2)CCN1
  -2.0	1.0	-2.0	-8.0	99.1	-1.0	101.2	-1.0	3.6	98.6	1.0
32: O=C(O)c1ccc2c(c1)SC1=NS(=O)(=O)CCN12
  /	/	/	/	91.6	/	100.3	/	-6.4	?	-12.6
33: CCSc1nc2c(c(=O)n1Cc1ccccc1)SC(C)C2 (centres undefined)
  -2.0	-3.0	-4.0	-2.0	107.8	0.0	103.6	-4.0	7.9	107.9	-37.8
34: COc1ccccc1CNS(=O)(=O)c1c(C)[nH]c(=O)[nH]c1=O
  5.0	5.0	7.0	3.0	103.8	4.0	101.6	20.0	8.2	102.3	-13.1
35: COC(=O)/C(=C/c1cccc([N+](=O)[O-])c1)NC(=O)c1ccc(OC)cc1
  -2.0	-2.0	-4.0	-1.0	101.8	-2.0	102.4	-1.0	-5.8	100.9	-3.4
36: Cc1ccc(C2=N/C(=C\c3cccnc3)C(=O)O2)cc1
  1.0	2.0	-3.0	-4.0	96.8	-1.0	99.6	-5.0	5.9	97.5	-6.1
37: CC(=O)N(C)c1ccc(NC(=S)Nc2ccccc2)cc1
  -7.0	-10.0	-4.0	-10.0	101.7	1.0	99.5	-1.0	-12.9	98.8	-30.9
38: COc1cc(C2C(=O)N(C3CCCC3)CC(=O)N2Cc2ccco2)ccc1OC(C)C (centres undefined)
  1.0	-2.0	-4.0	0.0	93.2	-1.0	99.0	0.0	-10.6	97.0	-12.9
39: CCOCCn1cnc2sc(C(=O)NCC(=O)OCC)c(C)c2c1=O
  -9.0	-18.0	-5.0	-7.0	99.2	0.0	98.6	-1.0	25.1	102.3	-14.3
40: Cc1ccc(S(=O)(=O)C2(S(=O)(=O)c3ccc(C)cc3)CCCC2)cc1
  -5.0	-10.0	-8.0	-5.0	96.7	2.0	97.5	-1.0	1.0	90.4	-8.7
41: Cc1ccccc1/C=N/NC(=O)Cc1ccc(Cl)cc1
  -3.0	-3.0	-1.0	-3.0	98.4	2.0	100.2	0.0	13.3	92.7	-15.9
42: Cc1nn2c(N3CCOCC3)c3c(nc2c1-c1ccccc1)CCCC3
  -10.0	-13.0	-2.0	-12.0	100.6	0.0	98.4	-3.0	6.2	98.2	-11.5
43: COc1ccc(/C=C(/C#N)c2cccnc2)cc1OC
  1.0	1.0	-2.0	-3.0	99.5	-2.0	102.2	-1.0	3.9	94.3	-7.6
44: COc1ccc(/C=C/C(=O)Nc2c(C)nn(C)c2C)cc1COc1ccc(Cl)cc1Br
  7.0	7.0	5.0	6.0	105.1	0.0	118.3	1.0	4.5	101.0	40.5
45: COC(=O)c1ccc(Oc2nc(NC(C)(C)C)nc(N3CCOCC3)n2)cc1
  -3.0	-8.0	-3.0	-4.0	105.3	0.0	104.7	2.0	0.7	103.1	-3.4
46: COc1ccc(C)cc1NC1=C(Cl)C(=O)N(C2CCCCC2)C1=O
  1.0	5.0	-3.0	0.0	102.8	-1.0	109.6	-1.0	-9.8	102.6	-20.1
47: COc1cc(CC(CC(=O)O)CC(C)OCc2ccccc2)cc(OC)c1 (centres undefined)
  0.0	0.0	-5.0	-4.0	104.4	-2.0	106.0	-3.0	8.8	104.8	-15.0
48: Cc1n[nH]c(C)c1C(=O)CC1(O)C(=O)N(CCc2ccccc2)c2ccc(Cl)cc21 (centres undefined)
  0.0	0.0	-12.0	0.0	80.5	-1.0	97.8	-1.0	5.9	93.9	1.8
49: Cc1ccc(C2CC(C(F)(F)F)n3ncc(C(N)=O)c3N2)cc1 (centres undefined)
  0.0	0.0	0.0	0.0	94.2	0.0	100.1	-1.0	-2.2	97.0	-3.2
50: O=C(COc1ccccc1F)NC12CC3CC(CC(C3)C1)C2
  /	/	/	/	104.3	/	102.2	/	-11.0	?	-1.9
51: Oc1ccccc1C(=S)N1CCN(c2cccc(Cl)c2)CC1
  -5.0	6.0	-7.0	-34.0	91.2	-1.0	90.4	-6.0	5.7	94.1	-26.4

Bioassay records (PubChem)
